IL-2 act: IL-2 activation; IL-2 activation reporter assay, cell-based qHTS; stimulated with anti-CD3/CD4/CD28 beads; in transgenic mouse T cells; activation, % (series mostly up to about 46 µM); actives 0.065% (n = 360,000); AID 652025; in the data active means activation above about 50%; inconclusive means mostly about 30% to 49%; further: 0% is about no effect
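Quantitative HTS in unstimulated transgenic mouse T cells, with memory T cells as non-tolerant control and PMA/ionomycin as tolerance-bypass control. Compound pretreatment lasted 60 minutes before 18 h bead stimulation; EGFP/DsRed fluorescence read.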
GLP-1R agonist: activates the human GLP-1 receptor. actives 0.007% (n = 380,000). HEK293 GLP-1R CRE-luciferase, luminescence, 4-6 h; cells express a hypersensitive GLP-1R form. Potency, µM (top dose mostly 45.6 µM), for inactives: at the top dose activation, hits mostly activators. P43220; further: potency means the concentration at half of the fitted maximal effect; % of control where 0% means no effect
PI5P4Ka inh: inhibitors of human PI5P4K alpha; P48426; PI5P4Kalpha enzyme, ADP-Glo luminescence, 60 min; hits give low values; max response, %; actives 1.2% (n = 330,000); AID 652105; active means max response of -50% or lower; inconclusive means between -30% and -50%; inactive means -30% or higher; further: value at the top dose of about 77 µM; on the % scale 0 is the no-effect control and ±100 the full control effect
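Enzyme plus substrate dispensed, test compounds pinned in, then ATP (5 microM final) added. After 60 min at RT, ADP-Glo reagent 1 for 45 min and reagent 2 for 30 min preceded luminescence imaging.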
HEK293 tox: cytotoxicity in counter-screen for GLP-1R inverse agonists; Potency, µM (top dose mostly 38.3 µM), inactives show at the top dose activity change, negative = inhibition, usual class: inhibitors; actives 0.13% (n = 410,000); HEK293 cAMP-luciferase reporter cells, luminescence, 24 h; AID 624418;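 further: loss of luciferase light is scored as toxicity; potency means the concentration at half of the fitted maximal effect; on the % scale 0 is the no-effect control and ±100 the full control effect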
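Here, cytotoxicity is scored as loss of luminescence. The MLSMR collection was tested on cells seeded in medium containing 10% Nu serum, with a 24 hr compound exposure preceded by 12 hours of culture.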
D3 antag: blocks the human D3 dopamine receptor | max response, negative = inhibition, % | P35462 | AID 652054 | actives 2.5% (n = 360,000) | D3R cells, DiscoveRx beta-arrestin luminescence, antagonist mode; hits give low values; in the data active means max response below about -50%; inconclusive means no clear call, values can overlap the other calls; further: on the % scale 0 is the no-effect control and ±100 the full control effect; mostly tested at two doses, the higher about 12 µM
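Cells expressing the human receptor were seeded at 1500 cells/well, incubated overnight at 37 degrees C in 5% CO2, then exposed to library compounds with dopamine controls for 90 minutes at 37 degrees C before luminescent detection.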
D3 ag: D3 dopamine receptor (human) agonism; D3R DiscoveRx beta-arrestin cells, luminescence, 90 min; max activation, %; actives 0.58% (n = 410,000); AID 652048; in the data active means max activation above about 30%; further: 0% is about no effect; mostly tested at two doses, the higher about 12 µM
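Cells at 1500/well, incubated overnight, then treated with pinned compounds (dopamine as control) for 90 min at 37 degrees C. DiscoveRx reagent added for 30 - 60 minutes at room temperature; luminescence read.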
PLK1 PBD block: blocks phosphopeptide binding to human PLK1 polo-box domain; P53350; Plk1 PBD binding of FITC phosphopeptide, fluorescence polarization; Potency, µM, for inactives: max response, negative = inhibition, actives largely listed as inhibitors; actives 2.8% (n = 360,000); AID 720504; further: potency means the concentration at half of the fitted maximal effect; series mostly up to about 57 µM; on the % scale 0 is the no-effect control and ±100 the full control effect; nearly all actives have a fitted effect of over 65% in size
GLP-1R inv ag: GLP-1 receptor (human) inverse agonism; P43220; HEK293 GLP-1R CRE-luciferase, luminescence, 24 h; GLP-1R form is constitutively active; Potency, µM (highest dose often 38.3 µM), inactives show at the highest dose activity change, negative = inhibition, actives largely listed as inhibitors; actives 1.6% (n = 410,000); further: potency means the concentration at half of the fitted maximal effect; on the % scale 0 is the no-effect control and ±100 the full control effect; nearly all actives have a fitted effect of over 55% in size
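Luminescence readout: a drop in cAMP-driven luciferase signal flags inverse agonism at a constitutively active GLP-1R stably expressed in HEK293. Compound exposure lasted 24 hr at 37 deg C, 5% CO2.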
WRN inhibitor: WRN helicase (human) inhibition; WRN helicase unwinding, fluorescent forked duplex, kinetic; actives 0.46% (n = 360,000); AID 651768; Potency, µM (series often up to 114 µM), for inactives: top-dose activity change, negative = inhibition, usual class: inhibitors; further: potency means the concentration at half of the fitted maximal effect; on the % scale 0 is the no-effect control and ±100 the full control effect; nearly all actives have a fitted effect of over 55% in size
Target sequence (Q14191 whole entry, looked up): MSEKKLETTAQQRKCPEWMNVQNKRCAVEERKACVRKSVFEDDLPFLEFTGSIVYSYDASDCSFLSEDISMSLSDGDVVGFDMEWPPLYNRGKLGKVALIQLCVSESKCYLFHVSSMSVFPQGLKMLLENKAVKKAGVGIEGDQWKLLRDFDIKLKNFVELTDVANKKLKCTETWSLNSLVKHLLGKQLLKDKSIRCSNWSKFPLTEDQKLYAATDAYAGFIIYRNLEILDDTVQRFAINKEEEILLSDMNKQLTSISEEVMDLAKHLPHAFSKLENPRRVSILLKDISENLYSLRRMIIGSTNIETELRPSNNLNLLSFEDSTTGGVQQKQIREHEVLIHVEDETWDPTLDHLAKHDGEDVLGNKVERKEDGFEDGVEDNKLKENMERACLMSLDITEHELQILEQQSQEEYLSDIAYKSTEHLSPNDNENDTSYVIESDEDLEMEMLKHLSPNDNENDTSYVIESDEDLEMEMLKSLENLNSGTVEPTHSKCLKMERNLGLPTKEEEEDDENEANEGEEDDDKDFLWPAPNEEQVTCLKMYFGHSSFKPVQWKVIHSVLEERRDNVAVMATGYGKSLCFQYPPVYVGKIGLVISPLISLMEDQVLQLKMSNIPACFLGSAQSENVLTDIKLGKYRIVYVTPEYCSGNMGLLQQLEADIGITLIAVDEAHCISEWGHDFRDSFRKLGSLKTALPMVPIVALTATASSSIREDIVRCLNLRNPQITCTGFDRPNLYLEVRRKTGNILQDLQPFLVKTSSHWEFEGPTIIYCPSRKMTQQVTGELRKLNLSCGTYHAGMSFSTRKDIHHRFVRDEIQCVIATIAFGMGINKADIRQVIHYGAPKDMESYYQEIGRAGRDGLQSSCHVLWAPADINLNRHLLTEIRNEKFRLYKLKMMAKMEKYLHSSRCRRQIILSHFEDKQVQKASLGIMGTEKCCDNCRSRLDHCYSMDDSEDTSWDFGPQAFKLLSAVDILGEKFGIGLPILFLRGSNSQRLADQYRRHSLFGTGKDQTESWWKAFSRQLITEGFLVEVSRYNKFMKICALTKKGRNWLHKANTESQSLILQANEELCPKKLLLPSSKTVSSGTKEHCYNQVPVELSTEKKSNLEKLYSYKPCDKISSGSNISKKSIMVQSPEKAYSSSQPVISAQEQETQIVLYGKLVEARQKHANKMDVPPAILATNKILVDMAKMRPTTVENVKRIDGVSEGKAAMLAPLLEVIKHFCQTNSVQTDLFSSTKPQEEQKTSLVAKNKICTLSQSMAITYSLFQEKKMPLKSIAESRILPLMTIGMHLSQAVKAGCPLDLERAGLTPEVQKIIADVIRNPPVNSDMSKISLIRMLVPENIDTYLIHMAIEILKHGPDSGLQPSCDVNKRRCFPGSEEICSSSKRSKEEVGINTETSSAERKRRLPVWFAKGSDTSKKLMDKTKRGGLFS
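Screening of the MLSMR collection measured strand separation of a quenched forked DNA duplex (100 nM) by 20 nM WRN with 2 mM ATP, all final. Compounds were preincubated with enzyme 15 min at room temperature.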
* hit, by the source's call; u = inconclusive; x = no result given; & = joins results of further samples; [ ] = remark or other dose. Unless noted, the call rests on the fitted dose curve; in most records, active means well fitted curve in the direction sought with a large enough effect; inconclusive means small, poorly fitted or top-dose-only effect, or another doubt; inactive means no such curve, though single readings can be large; an effect the other way counts as inactive or inconclusive.

Values run as follows: IL-2 act	GLP-1R agonist	PI5P4Ka inh	HEK293 tox	D3 antag	D3 ag	PLK1 PBD block	GLP-1R inv ag	WRN inhibitor
CC1=C(C(=O)N(C)C)CC(CC(=O)NC2CCCCC2)C(=O)N1CCC1=CCCCC1 (stereo not given)
    0.6	5.5%	1.9	-32.0%	-1.5	2.2	5.3%	12.9%	3.5%
COc1ccc(N2C(=O)CCC(C(=O)NCCN3CCOCC3)C2c2ccc(OC)c(OC)c2)cc1 (stereo not given)
    -2.6	0.6%	0.5	-2.3%	-0.4	1.9	-20.8%	19.3%	6.0%
Cc1ccc(CN2CCN(c3cccc4[nH]ccc34)CC2)cc1
    -1.9	3.2%	10.3	-7.8%	-82.3*	29.8	-7.6%	-24.2%	0.5%[57.1 µM]
COc1ccc(OCC(O)CNC(=O)Nc2cc(C)cc(C)c2)cc1 (stereo not given)
    0.5	-2.5%	-7.8	4.8%	-7.6	-5.8	4.1%	u	-4.7%
COC(=O)c1ccc(C)c(NC(=O)CCCN2C(=O)CN(C)C2=O)c1
    0.0	4.6%	-1.2	-4.8%	6.8	13.1	8.5%	-27.5%	2.7%
COc1ccc(-c2csc(NCCc3nc4cc(Cl)c(N5CCCCC5)cc4n3CCOCCO)n2)cc1
    -3.9	2.8%	-2.0	2.2%	30.4	-8.5	2.3%	u	-3.1%
CC(=O)N1CCN(S(=O)(=O)c2cccc(C(=O)NC3CCCC(C)C3C)c2)CC1 (stereo not given)
    -0.5	-4.1%	0.7	-5.8%	-4.4	-2.1	-6.2%	-5.6%	-1.8%
COc1cc(C(=O)NCc2nnc(SCC(=O)NCc3ccco3)o2)cc(OC)c1OC
    -0.9	-3.8%	-1.7	3.9%	-14.4	-3.0	-8.7%	5.7%	-7.7%
CN(C)C(=O)N1CCC(C(=O)NCC2CCCO2)CC1 (stereo not given)
    -0.5	0.3%	x	-4.3%	7.5	-2.9	2.3%	7.6%	-2.6%
CCS(=O)(=O)N1CCC(C(=O)NCc2ccc(F)cc2)CC1
    -2.7	0.2%	x	30.8%[activator]	-6.0	1.9	3.1%	0.3%	0.0%[57.1 µM]

Next part.
Values run as follows: IL-2 act	GLP-1R agonist	PI5P4Ka inh	HEK293 tox	D3 antag	D3 ag	PLK1 PBD block	GLP-1R inv ag	WRN inhibitor
CC(C)NC(=O)C1(C)CCN1C(=O)c1cccc(F)c1 (stereo not given)
    0.0	-2.2%	-2.0	3.6%	18.2	4.7	0.0%	-17.1%	2.1%
Cc1cc(-c2c(C)[nH]n(-c3ccc(Cl)cc3)c2=O)n(-c2ccc(Cl)cc2)n1
    1.7	-8.0%	0.6	-10.1%	u	-6.9	-11.9%	2.1%	0.8%
CCN(CC)c1ccc(/C=N/NC(=O)CNC(=O)c2ccccn2)cc1
    2.3	11.3%	-19.8	-4.2%	4.3	-7.1	-1.7%	6.1%	-12.6%[57.1 µM]
O=C(NCCOC(=O)c1ccc(S(=O)(=O)N2CCOCC2)cc1)c1cccnc1
    -0.4	-8.2%	3.2	-5.9%	-10.7	-6.8	-6.5%	6.4%	3.2%
CC1(C)CC2CC(C)(CN2C(=O)Cc2ccccc2)C1 (stereo not given)
    -1.9	-4.5%	-7.8	-26.8%	10.2	-3.0	-9.7%	u	8.0%
CCOc1ccc(NC(=O)NCC2CCN(c3ccc(OC)cc3)C2)cc1 (stereo not given)
    0.4	-8.8%	x	-7.3%	23.4	1.7	1.0%	-18.6%	-2.8%
COc1ccc(/C=N/c2nc3ccccc3n2C)cc1OC
    -1.2	-0.9%	x	-31.9%	17.1	5.7	-9.1%	15.5%	-0.9%
Cc1ccc(-n2nnnc2SCC(=O)NC2CCCc3ccccc32)cc1 (stereo not given)
    -0.7	-1.0%	6.7	-6.9%	-21.2	-9.5	-2.8%	10µM*	-6.2%
O=[N+]([O-])c1ccc(N2CCN(CCO)CC2)cc1Sc1ccccn1
    -1.5	1.0%	0.3	-1.2%	-3.2	-4.7	-7.3%	-8.9%	0.3%
CC(NC(=O)c1cc2cc(Cl)ccc2oc1=N)c1ccccc1 (stereo not given)
    -2.9	-0.6%	-3.2	16.9%	11.6	-1.1	-12.3%	11.9%	-3.7%

(next part)
Values run as follows: IL-2 act	GLP-1R agonist	PI5P4Ka inh	HEK293 tox	D3 antag	D3 ag	PLK1 PBD block	GLP-1R inv ag	WRN inhibitor
COc1ccc(C2CC(C(C)(C)C)=NN2c2ccc(S(N)(=O)=O)cc2)cc1 (stereo not given)
    -0.3	15.4%	0.5	-5.4%	48.5	8.4	-0.9%	16.9%	-7.5%
O=C(O)CNc1nc(NCc2ccc(Cl)cc2)ccc1[N+](=O)[O-]
    -0.5	0.7%	0.9	0.6%	-4.3	-2.9	-21.7%	9.6%	-2.6%
COc1ccc(C)cc1NC(=O)NNC(=O)c1cc2ccccc2cc1O
    0.1	-5.2%	-26.9	27.6%	-19.7	-5.6	-2.3%	-23.8%	-13.7%
CC(C)CNC(=O)C1(C)CCCCCN1C(=O)c1cc2ccccc2s1 (stereo not given)
    -0.2	-0.7%	0.1	-2.2%	0.0	-11.2	-12.6%	u	0.0%
NS(=O)(=O)c1ccc(CCN=C(NS(=O)(=O)c2cccs2)c2ccccc2)cc1
    1.1	-0.8%	0.6	-1.1%[7.66 µM]	-0.7	-2.5	0.6%	6.2%[7.66 µM]	2.3%
Cc1c(NC(=O)CCc2ccc(S(=O)(=O)N3CCOCC3)cc2)c(=O)n(-c2ccccc2)n1C
    -2.7	11.1%	-3.1	9.8%	-4.0	3.3	-17.8%	2.1%	14.7%
CCCCOC(=O)CCc1c(C)[nH]c(=O)c(C#N)c1C
    0.6	8.0%	0.7	-27.6%	2.1	-1.3	-22.8%	-2.3%	4.9%
C=CCn1c(CNC(=O)c2ccccc2F)nnc1SCC(=O)NC(C)c1ccccc1 (stereo not given)
    1.7	0.9%	-5.4	13.5%	-8.0	6.8	-8.2%	-5.5%	7.4%
Cc1ccc(SCc2cc(=O)c3c(=O)n(-c4ccccc4)[nH]c3[nH]2)cc1
    -1.3	-0.1%	-61.8*	1.0%	-9.3	-1.3	-27.2%	17.2%	u
COc1ccccc1C(=O)NCC(=O)N/N=C/c1ccc2c(c1)OCO2
    0.8	15.2%	-3.3	-19.0%	16.5	4.4	-0.1%	-16.6%	-3.9%

Additional records
Values run as follows: IL-2 act	GLP-1R agonist	PI5P4Ka inh	HEK293 tox	D3 antag	D3 ag	PLK1 PBD block	GLP-1R inv ag	WRN inhibitor
Clc1cccc(OCCCN2CCCC2)c1Cl
    -3.8	-7.1%	1.0	5.1%	-98.8*	1.4	-13.0%	-16.7%	-4.2%
COCCNc1nc(N2CCCCC2)c2cnn(C)c2n1
    2.1	16.8%	2.9	-1.4%	-12.3	4.8	-7.5%	36.0%[activator]	1.1%
Cn1c(SCC(=O)N/N=C/C=C\c2ccccc2[N+](=O)[O-])nc2ccccc21
    1.3	17.0%	0.0	-8.8%	-29.8	-13.7	-6.3%	1.0%	3.8%
Cc1ccccc1OCC(=O)NCCCNC(=O)c1ccccn1
    0.2	1.7%	13.2	-5.3%	-4.7	-3.8	-4.3%	6.5%	2.1%
COc1cc(/C=C2\SC(=S)N(CCC(=O)Nc3ccccc3)C2=O)cc(OC)c1OC
    0.5	3.2%	6.1	u	10.9	0.6	-1.9%	3.4%	-5.0%
COc1ccc(C(=O)N2CCCC2)cc1S(=O)(=O)N1CCC(C)CC1
    0.0	4.8%	14.4	2.9%	9.1	-6.6	-10.2%	1.9%	-2.3%
O=C(CCN1CCCCC1)N=Nc1c(O)[nH]c2ccccc12
    -0.7	13.3%	-2.3	1.2%	-96.3*	-18.6	-25.7%	-1.7%	-9.9%
O=C(CCn1c(=O)c2sccc2n(CC(=O)OCc2ccccc2)c1=O)NCc1ccco1
    4.2	1.3%	x	-3.4%	7.5	16.6	0.6%	-6.2%	-12.6%
Cc1ccc(OCC(=O)NC2CCCC(C)C2C)c([N+](=O)[O-])n1 (stereo not given)
    0.3	u	5.5	-2.3%	-10.3	3.7	-8.2%	56.5%[activator]	3.2%
COc1ccc(NC(=O)CSc2ncn[nH]2)c([N+](=O)[O-])c1
    -1.2	-3.9%	x	-14.1%	-2.2	-21.2	-7.5%	-24.4%	-2.9%

An excerpt from the list above, for reference:
Values run as follows: IL-2 act	GLP-1R agonist	PI5P4Ka inh	HEK293 tox	D3 antag	D3 ag	PLK1 PBD block	GLP-1R inv ag	WRN inhibitor
O=C(CCn1c(=O)c2sccc2n(CC(=O)OCc2ccccc2)c1=O)NCc1ccco1
    4.2	1.3%	x	-3.4%	7.5	16.6	0.6%	-6.2%	-12.6%
Cc1ccc(OCC(=O)NC2CCCC(C)C2C)c([N+](=O)[O-])n1 (stereo not given)
    0.3	u	5.5	-2.3%	-10.3	3.7	-8.2%	56.5%[activator]	3.2%

(list continues)
Values run as follows: IL-2 act	GLP-1R agonist	PI5P4Ka inh	HEK293 tox	D3 antag	D3 ag	PLK1 PBD block	GLP-1R inv ag	WRN inhibitor
CCOC(=O)C1=C(C)N=C2SCCC(=O)N2C1c1cccs1 (stereo not given)
    -1.9	-3.4%	-5.8	-12.7%	-15.1	5.2	-0.5%	-30.3%	-3.5%
O=C1c2ccccc2C(=O)C1c1ccccc1
    -0.4	-1.4%	-3.3	-3.5%	-3.2	11.3&1.5	-12.2%	-4.7%	-2.2%
COc1ccc(C(=O)CSc2n[nH]c(C)n2)cc1[N+](=O)[O-]
    0.0	5.1%	-7.3	-24.1%	-16.4	7.1	-29.5%	2.8%	-8.7%
CC(=O)Nc1cc(-c2ccc(C(=O)N3CCOCC3)cc2)cn2c(-c3ccc(F)cc3)cnc12
    -0.7	-7.2%	-20.8	0.0%	0.0	-3.6	-29.5%	3.3%	-11.4%
CCOC(=O)NC(=O)CSc1nnc(C)s1
    -3.1	1.8%	x	2.6%	-22.8	3.7	3.8%	-6.2%	-12.1%
CSc1ccccc1NC(=O)CN(C)CC(=O)Nc1ccccc1F
    3.5	-3.2%	-10.8	10.0%	-8.4	-2.3	-14.7%	0.3%	u

Screening results (PubChem)
